UBC9 SUMO inh = inhibitors of human SUMOylation (UBC9). HTRF SUMOylation assay, SAE1/SAE2 + UBC9, in vitro. 290,000 tested, 0.36% active. inhibition, % at 35 µM. P63279; in the data active means inhibition above about 50%, passing the limit was not always enough; further: strong numbers were not always called active
Target sequence (P63279 whole entry, looked up): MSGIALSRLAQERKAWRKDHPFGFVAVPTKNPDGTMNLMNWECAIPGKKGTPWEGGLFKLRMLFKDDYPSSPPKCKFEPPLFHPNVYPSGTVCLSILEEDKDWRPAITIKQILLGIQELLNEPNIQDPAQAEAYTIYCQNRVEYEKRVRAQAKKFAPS
FID counter = displaces DNA intercalator in HCV helicase counter-screen | inhibition, % at 7.9 µM | 290,000 tested, 0.17% active | DNA fluorescent intercalator displacement, fluorescence; in the data active means inhibition above about 37%;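 further: 0% = vehicle and 100% = reference compound; higher means more ethidium bromide displaced from hairpin DNA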
CRFR2-BP antag = CRF-BP/CRF-R2 complex antagonism; HEK293 CRF-R2/CRF-BP, CRF-induced calcium fluorescence; 350,000 tested, 0.59% active; inhibition, % at 11.8 µM; AID 588475;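 active means inhibition of the ligand-induced calcium signal above about 50% at the single tested concentration, limit read from the data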
HCV NS3 hel inh = inhibitors of Hepatitis C virus NS3 helicase; AID 1800; 290,000 tested, 0.56% active; inhibition, % at 10.9 µM; NS3 helicase DNA unwinding, Cy5 molecular beacon fluorescence;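 active means inhibition above the mean of all tested compounds plus 3 SD, set per campaign, cut at about 35% in these data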;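 further: 0% = DMSO wells and 100% = thioflavine S control wells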
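System: HCV NS3 helicase fragment; control set: DMSO and thioflavine S; technique: Cy5 fluorescence at 0 and 60 min, beacon hairpin quenching; reagent: beacon DNA duplex substrate plus ATP; replicates: singlicate; schedule: 1 h reaction at 25 °C, ATP-initiated; medium: MOPS buffer pH 6.5 with MgCl2, DTT, Tween20, BSA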
GalR3 antagonist = antagonists of human GalR3; AID 651719; HEK293 GalR3-CNG cAMP membrane potential fluorescence; galR3 body fused to GalR1 C-terminus; O60755; inhibition, % at 3 µM; 360,000 tested, 0.44% active;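 active means inhibition above the screen-wide average plus 3 SD, cut at about 13% in these data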;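 further: forskolin and galanin both at EC90 stimulate the cells; cAMP rise reported by CNG channel membrane potential dye signal; 0% = forskolin plus galanin with DMSO and 100% = forskolin alone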
Target sequence (O60755 1-299 limits assumed): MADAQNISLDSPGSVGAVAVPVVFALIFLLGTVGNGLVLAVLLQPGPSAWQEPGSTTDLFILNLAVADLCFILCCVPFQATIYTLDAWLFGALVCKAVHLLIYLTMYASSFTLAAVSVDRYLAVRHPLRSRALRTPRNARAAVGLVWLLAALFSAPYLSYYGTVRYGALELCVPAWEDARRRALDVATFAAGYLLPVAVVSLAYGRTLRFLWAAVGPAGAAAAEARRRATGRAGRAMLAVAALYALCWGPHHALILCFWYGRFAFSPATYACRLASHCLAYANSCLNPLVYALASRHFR
MEKK2 WT-MEK5 = raises or lowers MEK5 binding to wildtype human MEKK2 PB1 domain | binding response (% of control), % at 10 µM | 290,000 tested, 1.1% active | Q9Y2U5 | bead flow cytometry, Alexa488-MEK5 binding to MEKK2 WT; actives lie on both sides | AID 1531; in the data active means binding response below about 67% or above about 130%
MEKK3 PB1 HTS = raises or lowers MEK5 binding to the human MEKK3 PB1 domain | 290,000 tested, 1.4% active | bead-based flow cytometry, Alexa488-MEK5 binding to MEKK3; actives lie on both sides; 0 = blocked by unlabeled MEK5, 100 = vehicle | Q99759 | binding response (% of control), % at 10 µM;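 active means binding response more than 3 SD above or below the average of its plate-row segment, actives on both sides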;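 further: Alexa488 bead fluorescence after subtracting the streptavidin-only scavenger bead signal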
CRFBP-R2 agonist = CRF-BP/CRF-R2 complex agonism; HEK293 CRF-R2/CRF-BP, calcium dye fluorescence (FLIPR); percent of saturating CRF peptide response; activation, % at 13.2 µM; 350,000 tested, 0.46% active;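 active means activation of at least 50%, plus an integration ratio under a set limit after plate pattern correction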;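 further: plate controls were neutral control wells without compound for no effect and CRF at EC100 for full effect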
MEKK2 mut-MEK5 = signal of MEK5 binding to mutant human MEKK2 PB1 domain; bead flow cytometry, Alexa488-MEK5 binding to MEKK2 mutant; percent response, % at 10 µM; 290,000 tested, 0.35% active; AID 1530; in the data active means percent response above about 24%, passing the limit was not always enough; further: inactives centre near 1; some results filed as inactive read as strong as hits
* = called active by the depositor; nt = no result given.

SMILES	UBC9 SUMO inh	FID counter	CRFR2-BP antag	HCV NS3 hel inh	GalR3 antagonist	MEKK2 WT-MEK5	MEKK3 PB1 HTS	CRFBP-R2 agonist	MEKK2 mut-MEK5
CCCCc1ccc(S(=O)(=O)NNC(=S)NCc2ccco2)cc1	-2	-5	-5	8	-4	98	97	0.4	-1
NC(=O)CSc1nnc(Cc2ccc3c(c2)OCO3)n1C1CCCCC1	0	-14	-12	3	nt	102	103	-0.5	3
CCCCNC(=S)Nc1ccc2[nH]c(=O)[nH]c2c1	3	-1	-9	6	3	105	105	-1.2	2
CCc1ccc(OCC(=O)NC(=S)Nc2ccc(C(C)=O)cc2)c(Br)c1	20	0	7	-2	-6	nt	nt	-3.1	nt
COC(=O)c1nn(-c2ccc3c(c2)OCO3)cc1O	1	0	-4	-12	-3	104	104	-0.5	6
Cc1ccc(-c2nc3ncccc3o2)cc1NC(=O)c1ccc([N+](=O)[O-])o1	-2	-7	-3	-1	nt	107	106	0.9	6
CC(C)(C)Cc1nnc(NC(=O)c2ccco2)s1	15	-15	-16	12	-8	101	100	1.4	6
Cc1ccc(-c2cnc3c(Cl)c(C)nn3c2)cc1	2	2	-29	2	-2	98	101	5.7	-4
CCC(C)NC(=O)CCn1c(-c2ccccc2)cc(C(C)=O)c1C (centres undefined)	-1	-21	14	1	-2	96	95	1.5	-2
C=C(C)Cn1c(SCC)nc2ccccc2c1=O	12	-7	-3	2	0	106	103	0.8	4
CCc1ccc(/C=C2\SC(N3CCCC3)=NC2=O)cc1	-17	-28	6	0	-3	93	92	-1.9	-2
Cc1nn(C)c(C)c1C(C)NC(=O)c1cc(COc2cncc(Cl)c2)on1 (centres undefined)	0	-35	-3	-3	-7	99	104	2.0	2
CCN1CCN(C(=O)CS(=O)Cc2nc(-c3ccc(OC)cc3)oc2C)CC1 (centres undefined)	10	1	2	-1	nt	112	112	-0.4	9
C[C@H]1CN=C(Nc2ccccc2)N1CC1CCC1	11	-8	-1	6	-1	109	100	0.3	1
CN(C)S(=O)(=O)c1ccc(C(=O)Nc2cccc(C(=O)O)c2)cc1	24	-3	5	-1	-1	104	98	0.3	-8
Fc1ccc(CNc2ncnc3c2cnn3-c2ccccc2)cc1	0	0	-11	7	-5	106	105	1.0	7
CC(=O)Oc1cccc(N2C(=O)CC(Nc3ccc(N4CCOCC4)cc3)C2=O)c1 (centres undefined)	7	-23	-4	48*	-2	94	91	-0.7	-4
O=C1CCCC(O)=C1N=Nc1ccc2ncsc2c1	33	-6	7	14	5	95	97	-3.8	2
Cc1ccc(/C=N/NC(=O)c2ccc(Br)o2)s1	3	1	21	0	1	102	109	1.6	-2
O=C(Cn1c(=O)oc2ccccc21)NC(=O)NCc1ccco1	22	-3	-45	-3	-4	115	111	3.2	4
O=C1c2ccccc2C(=O)N1CC(O)COCc1ccccc1 (centres undefined)	16	-7	-2	-4	-3	102	101	0.7	4
CCOc1ccc2[nH]c3c(c2c1)CNCC3	18	4	-6	-65	-4	158*	102	-2.1	13
Cc1nccn1CCOc1ccccc1Cl	-2	-3	4	-3	5	104	110	0.5	9
CCOC(=O)CSc1ccc(C(=O)NCCCN2CCOCC2)cc1[N+](=O)[O-]	-2	9	8	9	6	106	99	-2.1	2
CCc1nnc(NC(=O)CN2C(=O)c3ccccc3C2=O)s1	12	-2	23	-7	-6	101	99	0.7	4
O=C(c1ccc(F)cc1F)N1CCCN(c2nc(-c3ccccc3)ns2)CC1	5	-33	2	2	-3	112	127	-0.6	28
CCOC(=O)c1ccc(NS(=O)(=O)c2c(N)n(C)c(=O)n(C)c2=O)cc1	nt	nt	-8	nt	-4	102	99	-1.3	1
CCOC(=O)c1cnc2c(C)cc(Cl)cc2c1NCCCN1CCOCC1	8	46*	3	23	-10	114	109	0.9	5
CC(Oc1ccccc1)C(=O)N1CCC2(CC1)Oc1ccc(F)cc1C(=O)C21CC(c2cccnc2)=NO1 (centres undefined)	nt	nt	-4	nt	-9	101	102	1.7	2
O=C(NOC(=O)c1c(F)cccc1Cl)c1ccc(Cl)c(Cl)c1	-1	0	13	6	-6	103	104	2.0	14
OCc1ccc(OCCCOc2cccc3cccnc23)cc1	4	-27	-7	-2	-3	110	106	0.4	3
O=C(CN1C(=O)COc2ccccc21)c1cccc(Cl)c1	11	-5	13	-4	-7	97	100	-0.8	2
CCN(CC)C(=O)Cc1c(OC)ccc2cc(Br)ccc12	-4	-27	-3	-4	-7	105	102	-3.7	6
Cc1ccccc1NC(=O)COc1ccc2c(c1)OC(C)(C)CC2=O	-3	-20	5	8	0	84	82	-1.4	-23
Cc1ccc2c(c1)N(CCC(=O)NCc1ccco1)C(=O)CO2	28	-2	-2	0	1	106	107	-4.6	9
COc1cc2[nH]c(=S)n(NC(=O)CC(C)C)c(=O)c2cc1OC	21	2	-7	-5	-6	106	108	0.5	8
Cc1cc(=O)[nH]c(SCCOc2ccc(OC(C)C)cc2)n1	-21	-15	8	9	-2	107	101	-0.5	1
CC(C)CCNC(=O)NC(=O)COc1c(F)c(F)cc(F)c1F	8	-5	-5	0	2	97	99	0.5	-5
COc1ccc(N2CCN(C(c3cccs3)C(C)NC(=O)C(=O)N3CCOCC3)CC2)cc1 (centres undefined)	10	-32	2	13	-2	101	99	1.1	2
Cc1ccc(Cn2nnc3c(=O)n(CC(=O)OCc4ccccc4)cnc32)cc1	0	-20	-8	-5	-3	73	67	1.1	7
CC1Cc2ccccc2N1C(=O)COC(=O)c1ccc(Cl)nc1 (centres undefined)	-19	-11	2	-10	-8	103	103	0.7	0
O=C(O)c1nc(N2CCOCC2)nc(N2CCOCC2)n1	13	0	-4	7	-7	94	96	0.2	0
O=C(N/N=C/C=C\c1ccccc1[N+](=O)[O-])c1cc(-c2ccccc2)nc2ccccc12	-9	-2	13	7	-1	93	100	6.5	0
CC(C)C[C@H](N)c1nnc(SCC(=O)Nc2ccc(Br)cc2)o1	nt	16	-12	-12	-9	97	102	2.2	-1
Nc1nonc1-n1nnc(C(=O)N/N=C/c2ccc(OCc3ccc(F)cc3)cc2)c1COc1ccccc1	27	-1	7	-7	-5	96	102	2.9	-4
COc1cc(C(=O)Nc2cccc(-n3cnnn3)c2)cc(OC)c1OC	6	-23	6	7	-6	105	100	-1.5	2
COc1cccc(NC(=O)Nc2nnc(Cc3ccccc3)s2)c1	15	2	4	-7	-10	104	105	0.8	1
COC(=O)c1cc(OC)c(OC)cc1NC(=O)CN1C(=O)c2ccccc2C1=O	22	-7	-3	-1	-6	100	95	1.7	2
COC(=O)C1=NN(C(=O)c2ccccc2)C(C)(O)C1 (centres undefined)	7	-6	19	5	-6	109	104	-1.2	5
Cc1nc2sc(-c3ccccc3)cc2c(=O)n1/N=C/N(C)C	-4	-8	3	-2	-1	104	104	-0.3	8
CC1CC1C(=O)Nc1nc(-c2cccs2)c(-c2cccs2)s1 (centres undefined)	8	-6	-19	6	-5	103	104	-3.4	-1
CCOC(=O)C1=C(C)C2C3C(=O)N(c4ccc(C)cc4C)C(=O)C3C1(C)C1C(=O)N(c3ccc(C)cc3C)C(=O)C21 (centres undefined)	-9	0	8	-8	-4	99	105	0.6	-1
CCCCOCC1CN(c2ccccc2)C(=O)CS1 (centres undefined)	1	-11	1	6	0	97	99	0.1	-1
CN(CCCNC(=O)c1ccc(N2CCCC2=O)cc1)c1ccccc1	15	-12	17	-3	1	104	96	0.9	4
COc1c(Cl)cc(C(=O)Nc2ccccc2-c2ccccc2)cc1Cl	-24	-4	-19	5	-7	nt	nt	14	nt
Cc1c(C(=O)NCC2CCCO2)oc2ccc3c(c12)C(=O)CC(C)(C)O3 (centres undefined)	16	-23	8	0	-4	89	91	-1.8	-6
COc1ccccc1/C=C/C(=O)c1ccc(Cl)cc1	-25	-8	20	7	-2	108	105	-7.5	6
Cc1ccc(C(=O)CSc2nc3cccnc3n2C)cc1	-7	-9	-2	23	-3	97	98	1.1	-4
Cc1nc2ccccc2n1CCc1nc2c3ccccc3nc(SCC(=O)NCc3ccco3)n2n1	-18	-24	7	-7	-3	122	120	-0.9	5
COc1ccc(NC(=O)c2cc(-c3ccco3)nc3ccccc23)cc1S(=O)(=O)N1CCOCC1	36	-23	26	54*	-3	90	90	-0.4	-7
O=C1NC2(CCCCC2)Cc2ccccc21	6	-2	0	-5	-4	95	95	-2.1	-4

Profiles, looked up by structure:
Record of `O=C1NC2(CCCCC2)Cc2ccccc21` = UBC9 SUMO inh: 6; FID counter: -2; CRFR2-BP antag: 0; HCV NS3 hel inh: -5; GalR3 antagonist: -4; MEKK2 WT-MEK5: 95; MEKK3 PB1 HTS: 95; CRFBP-R2 agonist: -2.1; MEKK2 mut-MEK5: -4
Record of `Cc1nc2ccccc2n1CCc1nc2c3ccccc3nc(SCC(=O)NCc3ccco3)n2n1` = UBC9 SUMO inh: -18; FID counter: -24; CRFR2-BP antag: 7; HCV NS3 hel inh: -7; GalR3 antagonist: -3; MEKK2 WT-MEK5: 122; MEKK3 PB1 HTS: 120; CRFBP-R2 agonist: -0.9; MEKK2 mut-MEK5: 5

Assay outcomes from PubChem BioAssay.

A portion of the library, so the mix of outcomes need not match the whole.
